From PubChem BioAssay
Apoferritin bind – binds horse apoferritin like a general anesthetic | Potency, µM (titrated, usually from 77.5 µM), without a hit: top-dose activity change, negative = displacement, most hits filed as inhibitors | P02791 | apoferritin/1-aminoanthracene competitive binding, fluorescence | AID 485281 | 350,000 tested, 0.074% active; also: potency is read from the fitted curve at half-maximal effect; % is scaled to controls: 0 for no effect and ±100 for the full control effect; nearly all actives have a fitted effect of over 20% in size
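Read-out: endpoint 1-AMA fluorescence, excitation 380 nm and emission 535 nm, after compounds sit 10 min at room temperature with 10 uM horse-spleen apoferritin in 50% saturated 1-AMA/PBS. Values come from four-parameter Hill fits.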
Pol beta inh – DNA polymerase beta (human) inhibition; Pol beta primer extension/strand displacement, fluorescence kinetic; Potency, µM (top dose mostly 114 µM), for the others: top-dose activity change, negative = inhibition, usual class: inhibitors; AID 485314; 340,000 tested, 1.3% active; also: potency is read from the fitted curve at half-maximal effect; % is scaled to controls: 0 for no effect and ±100 for the full control effect
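Pol beta (10 nM) and compounds were preincubated 15 min at room temperature, then 50 nM substrate (final) started primer extension/strand displacement. Reads were taken at 0 and 10 min; concentration-response data were fitted to a four-parameter Hill equation.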
APEX1 inh – blocks human APE1 abasic DNA cleavage | recombinant APE1, TAMRA/BHQ-2 abasic DNA cleavage fluorescence | Potency, µM (titrated, usually from 65.8 µM), inactives show at the top dose activity change, negative = inhibition, usual class: inhibitors | AID 2517 | 350,000 tested, 0.35% active | P27695;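 also: potency is read from the fitted curve at half-maximal effect; plate controls were vehicle for no effect and reference inhibitor for full effect; nearly all actives have a fitted effect of over 55% in size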
Target sequence (P27695 whole entry, looked up): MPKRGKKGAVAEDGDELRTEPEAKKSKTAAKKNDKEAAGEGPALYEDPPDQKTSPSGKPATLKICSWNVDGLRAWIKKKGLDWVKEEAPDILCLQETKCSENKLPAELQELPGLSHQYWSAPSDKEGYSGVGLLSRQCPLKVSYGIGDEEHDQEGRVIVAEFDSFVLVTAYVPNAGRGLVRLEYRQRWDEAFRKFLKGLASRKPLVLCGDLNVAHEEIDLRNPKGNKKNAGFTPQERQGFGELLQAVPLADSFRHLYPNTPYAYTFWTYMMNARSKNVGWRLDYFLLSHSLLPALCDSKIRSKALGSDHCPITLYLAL
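Incision of a quenched TAMRA/BHQ-2 THF abasic-site duplex (50 nM) by 0.75 nM APE1, after 15 min compound preincubation, measured as fluorescence increase over three 60 s reads. Values normalized to buffer, DMSO and NSC13755 control wells.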
LDHA block – blocks human lactate dehydrogenase A; P00338; purified LDHA, NADH/diaphorase-resazurin fluorescence; active compounds read low; activity change, % (values are at about 110 or 230 µM); 480,000 tested, 0.15% active; AID 1347041; in the data active = activity change below about -30%; inconclusive = mostly about -25% to -30%;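 also: plate controls were DMSO wells for no effect and wells without enzyme for full effect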
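LDH5 2 nM; NADH 0.06 mM, pyruvate 0.2 mM; 200 mM Tris pH 7.4, EDTA, Tween-20; 5 min RT. Detection: diaphorase 0.133 mg/mL + resazurin 37 µM, fluorescence ex540/em590 at 0 and 20 min; normalized to enzyme-free and DMSO wells.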
POLH inh – blocks human DNA polymerase eta activity; Q9Y253; recombinant Pol eta, fluorescent DNA replication assay; Potency, µM (titrated, usually from 114 µM), inactives show at the top dose activity change, negative = inhibition, most hits filed as inhibitors; 390,000 tested, 1.2% active; AID 588591; also: potency is read from the fitted curve at half-maximal effect; % is scaled to controls: 0 for no effect and ±100 for the full control effect
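Pol eta (10 nM) was preincubated with compounds for 15 min at room temperature, after which fluorescent replication substrate (50 nM final) was added to start the reaction. Fluorescence was read kinetically at 0 and 10 min.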
BLM helicase inh – blocks DNA unwinding by human BLM helicase | P54132 | recombinant BLM DNA unwinding, fluorescence dequenching | Potency, µM (series often up to 56.1 µM), inactives show at the highest dose activity change, negative = inhibition, usual class: inhibitors | 350,000 tested, 0.2% active | AID 2528;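 also: potency is read from the fitted curve at half-maximal effect; plate controls were vehicle for no effect and no enzyme for full effect; nearly all actives have a fitted effect of over 35% in size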
Pol iota inh – inhibitors of human DNA polymerase iota | 390,000 tested, 1% active | Potency, µM (series often up to 115 µM), inactives show at the highest dose activity, negative = inhibition, hits mostly inhibitors | AID 588590 | Pol iota fluorescent replication assay, 10 min; also: potency is read from the fitted curve at half-maximal effect
Target sequence (Q9UNA4 whole entry, looked up): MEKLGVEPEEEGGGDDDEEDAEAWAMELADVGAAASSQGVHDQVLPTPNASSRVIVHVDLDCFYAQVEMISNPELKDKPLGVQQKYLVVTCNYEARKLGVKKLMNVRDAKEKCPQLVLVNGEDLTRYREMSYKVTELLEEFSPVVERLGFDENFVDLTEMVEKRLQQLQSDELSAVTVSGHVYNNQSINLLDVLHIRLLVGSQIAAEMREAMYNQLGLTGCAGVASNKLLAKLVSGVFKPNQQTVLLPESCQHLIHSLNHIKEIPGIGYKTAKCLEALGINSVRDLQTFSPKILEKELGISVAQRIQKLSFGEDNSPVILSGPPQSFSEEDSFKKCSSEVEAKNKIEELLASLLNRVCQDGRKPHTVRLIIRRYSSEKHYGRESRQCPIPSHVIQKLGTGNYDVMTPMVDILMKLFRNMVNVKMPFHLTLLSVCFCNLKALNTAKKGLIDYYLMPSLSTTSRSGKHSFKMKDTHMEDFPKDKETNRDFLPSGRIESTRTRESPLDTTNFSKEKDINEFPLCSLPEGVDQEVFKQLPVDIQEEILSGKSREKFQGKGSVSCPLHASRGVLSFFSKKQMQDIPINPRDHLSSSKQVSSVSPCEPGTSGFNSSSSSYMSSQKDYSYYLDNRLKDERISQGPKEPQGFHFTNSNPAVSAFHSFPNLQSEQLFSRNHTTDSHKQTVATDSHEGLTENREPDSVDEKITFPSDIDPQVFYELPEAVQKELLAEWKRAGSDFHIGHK
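Pol iota at 10 nM preincubated 15 min with compounds at room temperature; reaction started with fluorescent substrate, 50 nM final. Fluorescence read kinetically at 0 and 10 min; buffer-only wells as negative control.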
Glioma ERSR ind – induces the endoplasmic reticulum stress response in human glioma cells | Potency, µM, for inactives: top-dose activation, actives largely listed as activators | 420,000 tested, 0.02% active | AID 602332 | U87-MG GRP78 promoter luciferase reporter, 16 h; also: potency is read from the fitted curve at half-maximal effect; series mostly up to about 76 µM; % of control where 0% means no effect; nearly all actives have a fitted effect of over 35% in size
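ERSR induction read as luciferase luminescence (Bright-Glo, 10 min at room temperature) in stably transfected human U87-MG glioma cells exposed to compounds for 16 h, using GRP78 as sensor.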
Pol kappa inh – inhibitors of human DNA polymerase kappa | purified Pol kappa, fluorescent DNA synthesis assay, 10 min | AID 588579 | Potency, µM (series often up to 107 µM), inactives show at the highest dose activity, negative = inhibition, most hits filed as inhibitors | Q9UBT6 | 400,000 tested, 0.53% active; also: potency is read from the fitted curve at half-maximal effect; % is scaled to controls: 0 for no effect and ±100 for the full control effect
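50 nM final substrate added after 15 min RT preincubation of 10 nM Pol kappa with compound; fluorescence read at 0 and 10 min.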
* = called active by the depositor; ? = inconclusive; · = no result given; & = joins results of further samples; [ ] = dose if it differs, or a comment. Unless noted, calls follow the shape of the dose curve; as a rule, active = well fitted curve in the direction sought with a large enough effect; inconclusive = small, poorly fitted or top-dose-only effect, or another doubt; inactive = no such curve, though single readings can be large; an effect the other way counts as inactive or inconclusive. Not all compounds are listed, so the mix of outcomes need not match the whole.

SMILES | Apoferritin bind | Pol beta inh | APEX1 inh | LDHA block | POLH inh | BLM helicase inh | Pol iota inh | Glioma ERSR ind | Pol kappa inh
Cn1c(=O)oc2cc(S(=O)(=O)NCCC(=O)Nc3ccc4c(c3)OCCO4)ccc21 | -3% | -3% | 2% | -2 | -27% | -7% | ? | 1% | -30%
COc1cc2c(O)c3c(c(-c4ccc5c(c4)OCO5)c2cc1OC)C(=O)OC3 | -8% | 0% | -3% | 13 | -13% | -6% | -8% | -5% | -5%[60.1 µM]
CN(C)S(=O)(=O)Nc1ccc(Br)cc1F | -7% | -8% | 18% | -5 | -3% | 1% | 24% | -5% | -3%
COc1ccccc1CNc1cc(-c2cccc(NS(C)(=O)=O)c2)ncn1 | -4% | · | -2% | · | · | 5% | · | -5% | -6%[60.1 µM]
Cc1ccc2c(c1)CCCN2C(=O)c1cc(C)c(C)s1 | · | · | 3% | -4 | -23% | · | 18% | -1% | -19%
CCCN(CCC)C(=O)C1CCCN(c2ncnc3onc(-c4ccc(F)cc4)c23)C1 (stereo unspecified) | -11% | 6% | · | -5 | -19% | -4% | 3% | -3% | -6%
CC1CN(C(=O)Cn2cc(S(=O)(=O)CC(=O)N3CCOCC3)c3ccccc32)CC(C)O1 (stereo unspecified) | -2% | 4% | 2% | 1 | -22% | 1% | 4% | -2% | 7%
O=C(Nc1cc2c(cc1Br)OCCO2)c1ccc(=O)[nH]c1 | · | · | 12% | -9 | -15% | · | -10% | -5% | -14%
O=C(c1cccs1)N1N=C(c2ccccc2)CC1c1ccccc1 (stereo unspecified) | 1% | -2% | 0% | -1 | 3% | -13% | -13% | -4% | -6%
COc1ccc(-c2c(-c3cc(OC)cc(OC)c3)n(C)c3ccc(-c4ccc5c(c4)OCCO5)cc23)cc1 | · | · | -11% | -8 | -14% | · | -12% | -6% | -4%
O=C(Nc1ccccc1F)C(=O)Nc1cccc2ccccc12 | -16% | -8% | 32% | 0 | -11% | -12% | 68%[activator] | -1% | -5%
COc1ccc(OCC(=O)NC(=S)Nc2ccc3c4c(cccc24)CC3)cc1 | 9% | -2% | 15% | -5 | -19% | -2% | 37% | -4% | 3%
COc1ccc(CNc2nc(-c3cccnc3)nn2C(=O)CC(C)C)cc1 | -18% | -1% | 7% | 0 | -17% | -19% | 34%[activator] | -1% | -10%
CC(C)CN(C(=O)COC(=O)c1ccc(Cl)nc1)c1c(N)n(Cc2ccccc2)c(=O)[nH]c1=O | · | · | 14% | -3 | -2% | · | 26% | -1% | 0%
CCOc1cc(C(=O)NCCN2C(=O)S/C(=C\c3cccnc3)C2=O)cc(OCC)c1OCC | ? | ? | -8% | -3 | -12% | -4% | -1% | -3% | -2%
O=C(N/N=C/c1c[nH]c2ccc(Br)cc12)c1ccncc1 | -7% | ? | -4% | -4 | ? | ? | 56µM* | -1% | -24%
COc1ccc(S(=O)(=O)c2cn(CC(=O)Nc3ccccc3)c3ccc(Cl)cc3c2=O)cc1 | -13% | 3% | · | 1 | -16% | -3% | 32%[activator] | -1% | -16%
COc1cc(C(=O)NC(=S)Nc2ccc([N+](=O)[O-])cc2)cc(OC)c1OC | -3% | 40% | -6% | -2 | 0% | 1% | 23% | 1% | -1%
O=C(C1CC(=O)N(c2ccc3c(c2)OCCO3)C1)N1CCN(c2ccccc2O)CC1 (stereo unspecified) | -8% | 85% | 0% | 2 | 8% | -1% | -2% | -1% | -2%
C=CCCC(=O)N1CCC(CCC(=O)NC2CC2)CC1 | -3% | 17% | 7% | 0 | -7% | -2% | 27% | 4% | 6%
CCCC(=O)Oc1ccc(N(C(=O)CCC)S(=O)(=O)c2cccc([N+](=O)[O-])c2)cc1 | -9% | -7% | -5% | -2 | -14% | -7% | -13% | -1% | -12%
O=C(c1ccc(S(=O)(=O)N2CCOCC2)cc1)N1CCN(c2ccccn2)CC1 | -13% | 8% | -4% | -4 | -7% | -2% | 4% | -1% | -19%
CN(C(=O)c1ccc2c(c1)OCO2)C1CCS(=O)(=O)C1 (stereo unspecified) | · | · | -1% | -1 | -14% | · | 43%[activator] | -3% | -9%
Cc1cnc(C(=O)Oc2ccc(-c3ccccc3)cc2)cn1 | -2% | -20% | 77% | -2 | -8% | -5% | ? | -2% | -15%
CCOC(=O)Cn1ccc(NC(=O)c2ccc(F)cc2)n1 | -4% | 118% | 23% | -3 | -2% | -3% | 27% | 2% | -10%
COC(C[C@H]1O[C@@H]1C(=O)COCc1ccccc1)OC | · | · | · | -2 | -10% | · | 2% | -6% | 7%
Cc1ccc2c(c1)C(=O)C(=O)N2CC(=O)OC(C)C | -19% | 15% | -1% | 13 | -14% | 0% | -6% | -3% | 2%
O=C(CCCCCn1c(=S)[nH]c2cc3c(cc2c1=O)OCO3)N1CCN(c2ccc(F)cc2)CC1 | -3% | 37% | 42% | -19 | -6% | -8% | 14% | -7% | -5%
COc1ccccc1/C=N/N1C(=O)C(CC(=O)Nc2ccc([N+](=O)[O-])cc2OC)SC1=Nc1cccc(C)c1C (stereo unspecified) | -8% | 1% | 10% | · | · | -9% | · | · | ·
CC1CC(C)(C)NC2(CCCC2)N1 (stereo unspecified) | · | · | · | -8 | -5% | · | 67%[activator] | -5% | -3%
O=C1Nc2ccccc2/C1=C\C(=O)c1ccccc1 | -19% | 21% | -7% | -19 | -1% | 1% | ? | -13% | -8%[60.1 µM]
CC1(c2ccccc2)CC(c2ccccc2)=C(C#N)C(=O)N1 (stereo unspecified) | · | · | · | 3 | -22% | · | -16% | -4% | -2%
C/C(CC(=O)NC1CCCC1)=N\NC(=O)c1ccc([N+](=O)[O-])c(Cl)c1 | 4% | 3% | 2% | 0 | -2% | -1% | 6% | -4% | -14%
CC(=O)c1ccc(C2C=CC(O)C(CO)O2)cc1 (stereo unspecified) | -2%[15.3 µM] | · | 16%[12.4 µM] | · | · | 4%[12.4 µM] | · | -3% | ·
COC(=O)C1C(O)=C(C=Nc2ccc(N)cc2)C(=O)CC1(C)C (stereo unspecified) | -23% | 10% | 0% | 9 | 0% | -3% | 32%[activator] | 0% | -5%
CC1(C)CC(NC(=O)CCc2ccccc2)CC(C)(C)N1 | -6% | 30% | -3% | -4&0 | -13% | 2% | -4% | 7% | -12%
COc1cc2nc(-c3ccc(Br)o3)oc(=O)c2cc1OC | -8% | 13% | -1% | -4 | -9% | 2% | -2% | -3% | -2%
c1cnc(NC2CCCCCC2)nc1 | ? | 37% | 13% | 0 | -13% | -1% | 31%[activator] | -3% | -4%
COc1ccc(Nc2c(C)cccc2C)cc1 | 7% | -12% | -4% | -1 | -16% | -2% | 23% | 1% | -9%
COc1ccc(C)cc1NC(=O)CSc1nnnn1Cc1ccccc1 | -5% | 0% | 1% | -3 | -11% | -3% | 38%[activator] | -2% | -2%
Cc1cc(C)c2c(=O)cc(C(=O)Nc3sc4c(c3C#N)CCCC4)oc2c1 | -9% | ? | · | 5&1 | ? | -9% | 4% | 2% | 0%
N=Nc1c(O)n(CC(=O)Nc2ccccc2)c2ccccc12 | -7% | 32% | 9% | -4 | 1% | -3% | -12% | -2% | 5%
Cc1ccc(SCc2cc(=O)[nH]c(N3CCOCC3)n2)cc1 | -8% | 3% | 0% | -2&-10 | -9% | -2% | -2% | -1% | -4%
Cn1c(=O)n(CC(=O)O)c(=O)c2c1nc1n2CCS1 | 3%&2% | -16%&-2% | -1%&3% | -5&0 | -18%&-15% | 0%&0% | 26%&23% | -6%&-3% | 3%&1%
Cc1cc(C)c2c(=O)nc(SCc3ccccc3C)n(C3CC3)c2n1 | 37%[activator] | -1% | · | 1 | -10% | -5% | -6% | -3% | -5%[60.1 µM]

Reformatted with each value named: entries from further up
> N=Nc1c(O)n(CC(=O)Nc2ccccc2)c2ccccc12
  Apoferritin bind: -7%; Pol beta inh: 32%; APEX1 inh: 9%; LDHA block: -4; POLH inh: 1%; BLM helicase inh: -3%; Pol iota inh: -12%; Glioma ERSR ind: -2%; Pol kappa inh: 5%

> Cc1ccc(SCc2cc(=O)[nH]c(N3CCOCC3)n2)cc1
  Apoferritin bind: -8%; Pol beta inh: 3%; APEX1 inh: 0%; LDHA block: -2&-10; POLH inh: -9%; BLM helicase inh: -2%; Pol iota inh: -2%; Glioma ERSR ind: -1%; Pol kappa inh: -4%

The list goes on:
SMILES | Apoferritin bind | Pol beta inh | APEX1 inh | LDHA block | POLH inh | BLM helicase inh | Pol iota inh | Glioma ERSR ind | Pol kappa inh
Cc1ccc2nc(SCCC#N)nc(C)c2c1 | 1% | 2% | 6% | 2 | -9% | 4% | ? | 3% | 3%
COc1cc2c(cc1OC)C(C)N(C(=O)Cn1ncc3c1-c1cc(C)ccc1OC3)CC2 (stereo unspecified) | 4% | -3% | ? | -5 | -4% | 1% | -8% | -2% | 2%
COc1ccc(CCNC(=O)C2CC(O)CN2S(=O)(=O)c2ccc(Cl)cc2)cc1OC (stereo unspecified) | · | · | 13% | -6 | -10% | · | -14% | -8% | -7%
Cc1ccc(C2c3[nH]c4ccccc4c3CCN2C(=O)CSCc2ccc(F)cc2)cc1 (stereo unspecified) | 37%[activator] | 1% | · | 0 | -7% | -11% | 2% | -4% | -8%[60.1 µM]
c1ccc(CN2CCN(CCN3CCn4c3nc3ccccc34)CC2)cc1 | -13% | 21% | 2% | -6 | -15% | 2% | 7% | 3% | -10%
COc1cccc(C(=O)NCC(=O)N2CCC3(CC2)NCCc2[nH]cnc23)c1 | 8% | 39% | 44% | -1 | -3% | -1% | 25% | 8% | 7%
Cc1ccc(/C=N/N2CCN(Cc3ccccc3)CC2)s1 | -13% | ? | 6% | -1 | -14% | 0% | -6% | 3% | -22%
COc1c(C)cccc1C(=O)Nc1ccc(CN2CCOCC2)cc1 | -9% | 2% | -1% | -3 | -2% | -3% | 4% | 1% | -12%
COc1cccc(/C=C/c2nc(C#N)c(NC3CCCCC3)o2)c1 | 217%[activator] | 18% | · | -6&-3 | -2% | -3% | -22% | -2% | 2%
COC(=O)[C@]1(CC(C)C)N[C@H](c2ccc(-c3cccc(Cl)c3)cc2)[C@@H]2C(=O)N(C)C(=O)[C@@H]21 | · | · | -8% | -1 | -12% | · | ? | -4% | -7%
